Source: PubChem
procasp3 activ – activators of human procaspase-3 | activation, % at 8.5 µM | recombinant procaspase-3 D3A, Ac-DEVD-pNA absorbance 405 nm | AID 463141 | 330,000 compounds, 0.11% hits | P42574;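 active means activation above the mean of all tested compounds plus 3 SD, cut at about 21% in these data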;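 further: 0% = DMSO alone and 100% = DMSO wells spiked with extra 5 µM PC-3 D3A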
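Assay system – Procaspase-3 D3A mutant · Benchmarks – DMSO low control, extra-enzyme high control · Technique – 405 nm absorbance of p-nitroaniline, reads at 0 and 120 min · Doses – 8.5 µM nominal · Measure – % activation between DMSO and enzyme-spiked controls · Also added – Ac-DEVD-pNA chromogenic peptide substrate · Schedule – 1 h compound preincubation, 2 h substrate hydrolysis at 25 °C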
TPT1 inh – C. albicans TPT1 enzyme inhibition; recombinant caTPT1, FP RNA substrate dephosphorylation; 300,000 compounds, 0.81% hits; inhibition, % at 5 µM;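 active means inhibition above the mean of all tested compounds plus 3 SD, set per screening campaign, cut at about 24% in these data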;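 further: plate controls were DMSO alone for no effect and ferristatin control at 100 nM for full effect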
Efflux pump inh – blocks antifungal efflux pumps in multiplex yeast assay; 330,000 compounds, 0.44% hits; inhibition, % at 10 µM; AID 485275; S. cerevisiae Candida pump triplex, Nile Red efflux;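 active means plate passing quality check with inhibition over a set limit, or well fluorescence over plate mean plus 4 SD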;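 further: Nile Red retained in pooled yeast measured as flow cytometry median fluorescence; 0% = buffer negative control and 100% = Enniatin B positive control; higher means more Nile Red kept so more efflux inhibition; some compounds called inactive have numbers as strong as hits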
Fh CTSL1 inh – cathepsin L1 inhibition, PFM18AAP counter-screen; 300,000 compounds, 0.49% hits; inhibition, % at 5.96 µM; AID 1906; recombinant F. hepatica cathepsin L1, Z-Leu-Arg-MCA fluorescence;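 active means inhibition above the mean of all tested compounds plus 3 SD, set per screening campaign, cut at about 17% in these data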;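 further: 0% = plate median of test compound wells and 100% = 1 µM Z-Phe-Ala-diazomethylketone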
procasp7 counter – counter-screen: procaspase-7 (human) activation | P55210 | recombinant procaspase-7, Ac-DEVD-pNA absorbance 405 nm; D23A/D198A/D206A triple mutant, cannot self-cleave; scale: DMSO 0, 5 µM enzyme 100 | activation, % at 8.5 µM | 330,000 compounds, 0.093% hits;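 active means percent activation above the screen-wide mean plus 3 SD, cut at about 25% in these data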
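Test system: Procaspase-7 triple mutant (PC-7 D3A). Also added: Ac-DEVD-pNA substrate, 400 µM as added. Schedule: 1 h enzyme–compound preincubation and 2 h substrate reaction, both 25 °C. Signal: p-Nitroaniline absorbance at 405 nm, read at 0 and 120 min. Control set: low DMSO alone, high DMSO plus 5 µM PC-7.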
JMJD2C inh – inhibitors of human GASC-1 (JMJD2C) demethylase. Q9H3R0. GST-JMJD2C(1-420) H3K9me3 demethylation, DELFIA europium. inhibition, % at 2.35 µM. 330,000 compounds, 0.069% hits. AID 2099;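 active means more than half of a compound's replicate wells show inhibition beyond 50%, single wells judged on their own value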;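 further: signal counts dimethyl H3K9 product captured on neutravidin plate; 0% = median of DMSO wells and 100% = 0.3 times that DMSO median; strong numbers were not always called active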
core dimer inh – HCV core protein dimerization inhibition; TR-FRET GST/Flag-core106 dimerization, 1536-well; inhibition, % at 5 µM; 300,000 compounds, 0.33% hits; AID 1899;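 active means inhibition above the mean of all tested compounds plus 3 SD, set per screening campaign, cut at about 45% in these data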
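Assay system – GST-tagged and Flag-tagged HCV core protein residues 1-106 · Quantity – core106 proteins, GST 13.5 nM and Flag 17 nM · Benchmarks – unlabelled core106 and no-GST-core106 wells · Read-out basis – percent inhibition of core106 dimerization signal · Detection – time-resolved FRET, ex 340 nm, em 617 and 671 nm · Schedule – 4 h at 22.5 °C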
PP1 inh – counter-screen for PP5 inhibitors: inhibitors of human PP1-alpha | P62136 | 320,000 compounds, 0.9% hits | purified PP1alpha, OMFP fluorescence | AID 2235 | inhibition, % at 6.7 µM;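 active means inhibition above the mean inhibition of all tested compounds plus 3 SD, computed separately for each screening campaign, cut at about 15% in these data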
Target sequence (P62136 whole entry, looked up): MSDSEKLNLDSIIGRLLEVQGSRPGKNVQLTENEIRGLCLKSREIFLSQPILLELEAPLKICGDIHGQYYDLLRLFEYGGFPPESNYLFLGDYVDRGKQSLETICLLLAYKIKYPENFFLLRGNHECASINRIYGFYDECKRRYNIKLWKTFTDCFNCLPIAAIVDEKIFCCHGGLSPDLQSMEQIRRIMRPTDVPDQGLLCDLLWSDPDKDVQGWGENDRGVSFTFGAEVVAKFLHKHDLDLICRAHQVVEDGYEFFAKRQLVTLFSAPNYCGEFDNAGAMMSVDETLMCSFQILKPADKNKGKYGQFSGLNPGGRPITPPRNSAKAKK
PP5 inh – blocks human protein phosphatase 5 activity; purified PP5c, OMFP substrate fluorescence; inhibition, % at 6.7 µM; 320,000 compounds, 0.18% hits; AID 1987;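 active means inhibition above the campaign's mean inhibition across all tested compounds plus 3 SD, cut at about 9.5% in these data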;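 further: 0% = DMSO only and 100% = 100 µM cantharidin control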
Target sequence (P53041 whole entry, looked up): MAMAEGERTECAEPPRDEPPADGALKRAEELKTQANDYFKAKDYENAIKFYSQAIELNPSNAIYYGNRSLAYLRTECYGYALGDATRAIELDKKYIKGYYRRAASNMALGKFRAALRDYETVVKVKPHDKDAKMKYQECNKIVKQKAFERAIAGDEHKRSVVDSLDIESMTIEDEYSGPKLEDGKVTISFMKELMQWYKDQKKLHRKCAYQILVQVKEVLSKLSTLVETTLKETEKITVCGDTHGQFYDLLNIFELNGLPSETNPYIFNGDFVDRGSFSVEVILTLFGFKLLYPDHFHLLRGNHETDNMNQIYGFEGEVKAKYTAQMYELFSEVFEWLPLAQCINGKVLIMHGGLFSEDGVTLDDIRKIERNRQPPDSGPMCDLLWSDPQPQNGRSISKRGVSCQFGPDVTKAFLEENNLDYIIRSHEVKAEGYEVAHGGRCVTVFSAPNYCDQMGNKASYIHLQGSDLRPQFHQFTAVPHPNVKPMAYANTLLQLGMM
* marks the source's active call; other numbers are inactive results; . = no result given; & = joins results of further samples.

Field names – A = procasp3 activ; B = TPT1 inh; C = Efflux pump inh; D = Fh CTSL1 inh; E = procasp7 counter; F = JMJD2C inh; G = core dimer inh; H = PP1 inh; I = PP5 inh
O=C(c1ccccc1)N1CCN2C(=O)c3ccccc3C12c1ccc(Cl)cc1 (configuration not stated)
  A = 2	B = 1	C = 0.4	D = -4	E = 11	F = 12	G = 12	H = 0	I = 3.2
Fc1cccc(Cl)c1COc1ccc(-c2nnco2)cc1
  A = -1	B = 3	C = 0.2	D = -1	E = 14	F = 4	G = 6	H = 0	I = 4.8
CCOC(=O)c1cnc(SC)nc1N
  A = 1	B = 1	C = -0.1	D = -3	E = 6	F = -2	G = 0	H = -4	I = -1.2
CCc1ccc(CN(C)C(=O)CCc2nnc(-c3ccc(-c4ccccc4)cc3)o2)nc1
  A = -1	B = 0	C = 0.6	D = -2	E = -5	F = -14	G = 2	H = 0	I = 5.0
Cc1c(C(=O)N2CCN(c3ccc(F)cc3)CC2)sc2nc3n(c(=O)c12)CCC3
  A = -3	B = -2	C = 0.1	D = 3	E = 8	F = -11	G = 3	H = 0	I = 2.0
O=C(CSc1ccc2nnc(-c3ccccc3)n2n1)NCC1CCCO1 (configuration not stated)
  A = 1	B = 3	C = 0.1	D = 2	E = 5	F = 1	G = 5	H = -2	I = -0.5
CC(C)=CCSc1nnc(CCNC(=O)OC(C)(C)C)o1
  A = 2	B = 0	C = 0.0	D = 0	E = -15	F = 7	G = 4	H = 1	I = -0.9
C=CCN1c2ccc(Br)cc2C(=O)CS1(=O)=O
  A = 4	B = .	C = 0.0	D = .	E = 7	F = 0	G = .	H = -3	I = -2.6
C[C@@H]1CN([C@@H](C)CO)C(=O)c2cccc(NC(=O)Nc3ccc4c(c3)OCO4)c2O[C@H]1CN(C)S(=O)(=O)c1cn(C)cn1
  A = -6	B = .	C = 0.4	D = .	E = -2	F = 10	G = .	H = .	I = .
CC(=O)Nc1cccc(NC(=O)c2cc(-c3ccccn3)nc3ccc(Cl)cc23)c1
  A = 9	B = 0	C = -0.1	D = 0	E = 4	F = 3	G = -18	H = 1	I = 0.9
O=S(=O)(NC1CCSc2ccccc21)c1ccc(Cl)nc1 (configuration not stated)
  A = 6	B = -1	C = 0.0	D = -2	E = 1	F = -13	G = -1	H = 4	I = 2.0
CN(C)c1ccc(/C=C(/C(=O)c2ccc(Cl)cc2Cl)n2cncn2)cc1
  A = -1	B = 121*	C = 0.1	D = 12	E = -21	F = 1	G = 7	H = 3	I = 2.2
CSc1nc2cc(C)nn2c(-c2ccccc2)c1C#N
  A = 2	B = -2	C = 0.2	D = -3	E = 3	F = -18	G = -2	H = -3	I = 0.9
Cc1ccc(NC(=O)COC(=O)C2=COCCO2)cc1
  A = 5	B = -3	C = -0.1	D = -7	E = 3	F = -1	G = -3	H = -4	I = -0.5
COc1ccccc1CNS(=O)(=O)c1ccc2[nH]cc(C(=O)O)c(=O)c2c1
  A = -10	B = 5	C = 0.2	D = -3	E = 1	F = -7	G = -6	H = 12	I = 1.8
COc1ccc(CN2CCCC(C(=O)Nc3cccc(-n4cccn4)c3)C2)cc1 (configuration not stated)
  A = -3	B = 1	C = 0.4	D = -4	E = -13	F = -5	G = -2	H = 2	I = 1.9
COc1ccc(CCNc2ncnc3nc[nH]c23)cc1OC
  A = -1	B = -2	C = 0.0	D = -3	E = 4	F = -5	G = 3	H = -3	I = 0.8
CCCCCCCc1c(O)nc(SCCN2CCOCC2)[nH]c1=O
  A = 1	B = -1	C = -0.1	D = 3	E = -3	F = 7	G = 0	H = -4	I = 0.3
N/C(=N\O)c1cn(Cc2ccccc2Cl)c2ccccc12
  A = 9	B = 0	C = -0.1	D = 0	E = 7	F = -4	G = 4	H = 0	I = -0.1
O=S(=O)(c1ccccc1)N1CCN(Cc2cc3c(cc2Br)OCCO3)CC1
  A = 6	B = .	C = -0.2	D = .	E = 4	F = 10	G = .	H = -1	I = 2.1
O=C(CSc1nc2c(cnn2-c2ccc(F)cc2)c(=O)[nH]1)N1CCOCC1
  A = -4	B = -3	C = -0.1	D = 0	E = -5	F = -1	G = 0	H = -1	I = 2.5
CC1CCN(c2ccc3nnc(CCC(=O)N4CCN(c5ccc(F)cc5)CC4)n3n2)CC1
  A = 4	B = 1	C = -0.1	D = 4	E = 9	F = 39	G = 5	H = 1	I = -0.1
COCCCNC(=O)CCCCCNS(=O)(=O)c1ccc(Br)cc1
  A = 3	B = 1	C = 0.0	D = 3	E = 10	F = -13	G = 1	H = -4	I = -1.7
O=C(NCCN1CCNCC1)c1ccccn1
  A = -3	B = 0	C = 0.3	D = -4	E = 4	F = -14	G = -1	H = -2	I = -2.9
O=C(OCCN=C1NS(=O)(=O)c2ccccc21)c1cccnc1
  A = -6	B = -1	C = 0.1	D = 7	E = -4	F = -5	G = 0	H = -6	I = -0.5

Arranged by value in procasp3 activ (falling): three of the compounds above.
SMILES	procasp3 activ	TPT1 inh	Efflux pump inh	JMJD2C inh	core dimer inh	PP5 inh
CSc1nc2cc(C)nn2c(-c2ccccc2)c1C#N	2	-2	0.2	-18	-2	0.9
CCCCCCCc1c(O)nc(SCCN2CCOCC2)[nH]c1=O	1	-1	-0.1	7	0	0.3
O=C(OCCN=C1NS(=O)(=O)c2ccccc21)c1cccnc1	-6	-1	0.1	-5	0	-0.5

(listing goes on)
Field names – A = procasp3 activ; B = TPT1 inh; C = Efflux pump inh; D = Fh CTSL1 inh; E = procasp7 counter; F = JMJD2C inh; G = core dimer inh; H = PP1 inh; I = PP5 inh
O=Cc1c[nH]c2ccc(OCc3ccccc3)cc12
  A = 9	B = .	C = -0.1	D = .	E = 5	F = -1	G = .	H = -2	I = 3.1
O=C(CSc1ccccc1)Nc1cccnc1
  A = 7	B = -6	C = -0.2	D = -3	E = 9	F = 11	G = -3	H = -1	I = 1.1
CCn1c(SCC(=O)Nc2ccc(OCc3ccccc3)cc2)nnc1-c1ccco1
  A = 3	B = 1	C = 0.2	D = -3	E = -6	F = 34	G = 15	H = 1	I = -3.1
O=C1C=C(Nc2ccc(Cl)cc2)CC(c2ccco2)C1 (configuration not stated)
  A = -3	B = 0	C = -0.1	D = 0	E = 11	F = 22	G = 9	H = -1	I = -0.1
CSCC[C@H](NC(=O)Nc1ccc(C)cc1C)C(=O)O
  A = -6	B = -4	C = -0.1	D = -3	E = 6	F = -5	G = -3	H = -1	I = 1.7
Cc1c(-c2ccccc2)nc(N)c(C#N)c1-c1ccco1
  A = 2	B = 1	C = 0.0	D = 3	E = -9	F = .	G = 0	H = 1	I = 2.6
CCOc1ccc(CCNC(=O)C2CCCN(C(=O)N(C)C)C2)cc1OCC (configuration not stated)
  A = -6	B = -5	C = 0.1	D = -4	E = -6	F = 3	G = -2	H = 1	I = 0.4
c1ccc(Cn2nnnc2-c2ccco2)cc1
  A = 0	B = 0	C = 0.4	D = -5	E = -9	F = -2	G = 1	H = 2	I = 4.2
COc1ccc(OC)c2c1C(=O)C(Cl)=C(Cl)C2=O
  A = -33	B = -3	C = 1.5*	D = -2	E = -29	F = -30	G = -11	H = 2	I = 2.8
COc1cc(OC)c2cc[nH]c2c1
  A = -2	B = 2	C = 0.4	D = -1	E = 0	F = -9	G = -15	H = -3	I = 1.9
CSc1ncccc1C(=O)Nc1ncc(C)s1
  A = 4	B = 0	C = 0.1	D = -1	E = 0	F = -1	G = -6	H = 0	I = 0.3
Oc1ccc(-c2[nH]ncc2-c2cccc3cccnc23)c(O)c1
  A = -5	B = 2	C = -0.1	D = 1	E = 6	F = -10	G = -5	H = -2	I = 0.3
CCCCOc1ccc(C2/C(=C(\O)c3ccc4c(c3)OCCO4)C(=O)C(=O)N2CCCN2CCOCC2)cc1 (configuration not stated)
  A = 2	B = -2	C = -0.3	D = 5	E = -41	F = -30	G = 13	H = 5	I = 1.1
CCC(C)(C)NC(=O)CN(Cc1ccc2c(c1)OCO2)C(=O)CCC(=O)Nc1ccccn1
  A = 0	B = 0	C = 0.1	D = -3	E = -1	F = 1&5	G = -1	H = -1	I = -0.9
N#CC(=C1CCCC1)c1nc(-c2ccccc2)cs1
  A = 5	B = 10	C = -0.1	D = 4	E = -2	F = 38	G = 4	H = -2	I = -0.1
CCOC(=O)CN1C(=O)N[C@@H](c2cccs2)C(C(C)=O)=C1C
  A = -1	B = -3	C = -0.1	D = 6	E = 1	F = 4	G = 10	H = -4	I = 0.7
CC(C)NC(=O)c1cc(-n2cnnc2)ccc1Cl
  A = 1	B = 4	C = 0.1	D = -3	E = -1	F = 0	G = -2	H = 2	I = 0.1
O=C(c1cccnc1)N1CCN(Cc2ccccc2Br)CC1
  A = 3	B = 4	C = -0.1	D = -3	E = 0	F = 7	G = -2	H = -3	I = 2.3
O=C(Nc1nc2ccccc2s1)C1c2ccccc2Oc2ccccc21
  A = -1	B = 1	C = 0.1	D = 8	E = 3	F = 8	G = 2	H = 4	I = -7.1
Cc1cc(C(=O)CSc2nc3ccccc3c(=O)n2C)c(C)n1Cc1ccc2c(c1)OCO2
  A = 0	B = 2	C = 0.0	D = 1	E = -5	F = 5	G = 27	H = 0	I = -1.8
COc1ccc(C(=O)NC(=S)NNC(=O)c2cccnc2)cc1
  A = -11	B = 1	C = 0.7	D = 2	E = -16	F = 4	G = 1	H = 1	I = 2.7
CCOc1ccccc1NC(=O)c1cc(=O)c2ccccc2o1
  A = 7	B = -4	C = -0.1	D = 3	E = -2	F = -3	G = 0	H = 1	I = 2.2
CC12CC3CC(C)(C1)CC(CN)(C3)C2
  A = -7	B = -3	C = 0.1	D = 0	E = 1	F = 8	G = -3	H = 1	I = -1.3
Cc1cc(C(=O)NC(C)c2ccc3c(c2)OCO3)cs1 (configuration not stated)
  A = -3	B = 2	C = 0.1	D = -2	E = 7	F = -12	G = -2	H = -2	I = 0.7
